D1 antagonist: Antagonist of Human D 1 Dopamine Receptor: qHTS. D(1A) dopamine receptor (Homo sapiens), P21728. HEK293 TREx D1 cells, calcium flux, dopamine EC80; hits give low values. activity change, negative = inhibition, % at 10 µM. 360,000 tested, 3.2% active; in the data active means activity change below about -30%; further: on the % scale 0 is the no-effect control and ±100 the full control effect
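Tetracycline-induced HEK293 T-REx cells with force-coupled D1 receptor were loaded with a no-wash calcium dye. Compound was added after a 10 s baseline and read kinetically for 180 s; EC80 dopamine was then added and calcium flux followed another 180 s.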
TRHR ag: qHTS for Small Molecule Agonists and Allosteric Enhancers of Human TRH Receptor: Primary Screen for Agonists; Thyrotropin-releasing hormone receptor (Homo sapiens), P34981; TRHR cells, calcium flux fluo-8, FDSS agonist mode; activation, % at 2 µM; 360,000 tested, 0.18% active; in the data active means activation above about 30%; further: 0% is about no effect
Target sequence (P34981 whole entry, looked up): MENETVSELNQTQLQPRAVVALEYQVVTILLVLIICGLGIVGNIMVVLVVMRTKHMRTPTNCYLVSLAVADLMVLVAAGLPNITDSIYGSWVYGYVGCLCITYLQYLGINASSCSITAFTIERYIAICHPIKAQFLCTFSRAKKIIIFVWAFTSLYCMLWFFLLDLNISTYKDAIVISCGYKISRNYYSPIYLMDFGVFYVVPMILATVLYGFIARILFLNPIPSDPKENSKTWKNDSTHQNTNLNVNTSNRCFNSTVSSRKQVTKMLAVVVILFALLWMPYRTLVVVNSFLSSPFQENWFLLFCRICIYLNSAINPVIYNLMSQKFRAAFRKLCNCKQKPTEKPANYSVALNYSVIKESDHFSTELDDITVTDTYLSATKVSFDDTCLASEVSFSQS
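In this calcium-flux screen, cells bearing human TRHR are dye-loaded with fluo-8, baselined for 10 cycles, then exposed to library compounds; positive kinetic calcium responses during the agonist phase mark hits, with TRH as control.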
D2 PAM: HTS Assay for Positive Allosteric Modulators of the Human D2 Dopamine Receptor: Primary Screen for Potentiators. D(2) dopamine receptor (Homo sapiens), P14416. HEK293 T-REx D2, calcium flux, EC20 dopamine potentiation. potentiation, % at 10 µM. 340,000 tested, 0.34% active. AID 485347, 2010;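 active means potentiation over 3 SD above the plate norm, cut at about 30% in these data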; further: 0% is about no effect
Target sequence (P14416 whole entry, looked up): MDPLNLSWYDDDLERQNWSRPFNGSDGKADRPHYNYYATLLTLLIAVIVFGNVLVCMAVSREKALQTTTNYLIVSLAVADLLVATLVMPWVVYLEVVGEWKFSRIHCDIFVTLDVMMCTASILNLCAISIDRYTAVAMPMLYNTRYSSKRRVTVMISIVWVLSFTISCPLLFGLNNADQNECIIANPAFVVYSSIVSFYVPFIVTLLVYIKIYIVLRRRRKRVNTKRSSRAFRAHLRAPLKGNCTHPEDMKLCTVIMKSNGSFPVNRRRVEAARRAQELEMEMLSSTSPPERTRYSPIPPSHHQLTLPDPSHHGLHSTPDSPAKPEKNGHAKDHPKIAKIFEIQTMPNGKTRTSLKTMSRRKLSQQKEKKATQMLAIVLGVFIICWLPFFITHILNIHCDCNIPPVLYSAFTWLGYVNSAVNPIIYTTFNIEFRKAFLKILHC
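Cells plated with tetracycline inducer and held overnight at 30 C; calcium dye loaded 30–90 min at room temperature; baseline taken, compound added and read 180 s; EC20 dopamine then added and read 180 s.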
D1 PAM: Potentiators of Human D1 Dopamine Receptor: qHTS | D(1A) dopamine receptor (Homo sapiens), P21728 | HEK293 TREx D1 cells, calcium flux, dopamine EC20 potentiation | potentiation, % at 10 µM | 360,000 tested, 0.036% active | AID 504651, 2011; in the data active means potentiation above about 30%; further: 0% is about no effect
Anesthetic bind: qHTS Assay for Identification of Novel General Anesthetics. apoferritin/1-aminoanthracene competitive binding, fluorescence. Potency, µM (doses to about 77.5 µM), inactives show top-dose activity change, negative = displacement, hits mostly inhibitors. 350,000 tested, 0.074% active; further: potency means the concentration at half of the fitted maximal effect; on the % scale 0 is the no-effect control and ±100 the full control effect; nearly all actives have a fitted effect of over 20% in size
Target sequence (P02791 2-175 limits assumed): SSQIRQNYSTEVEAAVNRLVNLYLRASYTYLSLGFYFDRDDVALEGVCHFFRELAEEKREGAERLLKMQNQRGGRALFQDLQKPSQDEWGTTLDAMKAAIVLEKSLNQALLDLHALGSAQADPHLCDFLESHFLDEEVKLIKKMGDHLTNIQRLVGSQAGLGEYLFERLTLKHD
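In PBS, apoferritin at 10 uM is loaded with 1-AMA from a 50% saturated solution. After 10 min of compound exposure at ambient temperature, reduced 535 nm fluorescence indicates probe displacement.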
D1 agonist: Allosteric Agonists of the Human D1 Dopamine Receptor: qHTS; 360,000 tested, 1% active; D(1A) dopamine receptor (Homo sapiens), P21728; AID 504660, 2011; HEK293 T-REx D1 cells, calcium flux, agonist mode; activation, % at 2 µM; in the data active means activation above about 30%; further: 0% is about no effect
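Agonism was scored from calcium flux recorded over 180 s (1 read/s) after pintool compound addition, following a 10-cycle baseline. Cells were inducible force-coupled HEK293 TREx D1, plated overnight at 30 C and loaded with no-wash calcium dye.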
RXFP1 antag: qHTS Assay for Antagonists of the Relaxin Receptor RXFP1; HEK293-RXFP1, relaxin-stimulated cAMP HTRF, 30 min; hits give low values; Relaxin receptor 1 (Homo sapiens), Q9HBX9; 350,000 tested, 0.59% active; activity change, negative = inhibition, % at 57.5 µM; AID 1259400, 2018;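 active means activity change of -60% or lower, but not beyond a set lower limit; inconclusive means change between -60% and -40%, or beyond the set limit; inactive means change above -40%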; further: on the % scale 0 is the no-effect control and ±100 the full control effect
RXFP1 agonist: qHTS Assay for Agonists of the Relaxin Receptor RXFP1. 370,000 tested, 0.3% active. Potency, µM (top dose mostly 57.5 µM), for inactives: at the highest dose activation, most hits filed as activators. HEK293T-RXFP1 cAMP TR-FRET, 30 min; response scale: percent of porcine relaxin response, buffer zero. Relaxin receptor 1 (Homo sapiens), Q9HBX9; further: potency means the concentration at half of the fitted maximal effect; on the % scale 0 is the no-effect control and ±100 the full control effect; nearly all actives have a fitted effect of over 60% in size; many of its hits are not listed in these tables
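Agonist response is measured as cAMP accumulation in an RXFP1-transfected HEK293T line under PDE4 inhibition. Values are scaled between buffer-only and 29 nM porcine relaxin, and EC50s come from standard Hill equation fits.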
TRHR PAM: qHTS for Small Molecule Agonists and Allosteric Enhancers of Human TRH Receptor: Primary Screen for Enhancers; Thyrotropin-releasing hormone receptor (Homo sapiens), P34981; TRHR cells, fluo-8 calcium fluorescence, EC20 TRH enhancement; enhancement, % at 2 µM; 360,000 tested, 0.66% active; in the data active means enhancement above about 30%; further: 0% is about no effect
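Enhancer read-out: after compound pinning and an initial kinetic agonist-mode read, an EC20 of TRH (10 nM final) was injected and fluo-8 calcium signal (Ex 480/Em 530) followed at 1 s/cycle for 100 cycles in TRHR-expressing cells.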
* marks the source's active call; other numbers are inactive results; ? = inconclusive; . = not tested or not shown; [ ] = another dose, or the depositor's remark. Unless noted, the call rests on the fitted dose curve; in most records, active means well fitted curve in the direction sought with a large enough effect; inconclusive means small, poorly fitted or top-dose-only effect, or another doubt; inactive means no such curve, though single readings can be large; an effect the other way counts as inactive or inconclusive.

SMILES	D1 antagonist	TRHR ag	D2 PAM	D1 PAM	Anesthetic bind	D1 agonist	RXFP1 antag	RXFP1 agonist	TRHR PAM
CCCCOc1ccc(N2CC(C(=O)NCCc3ccc(OC)c(OC)c3)CC2=O)cc1 (stereo unspecified)	-6	-0.4	.	0	-4%	0	-5	0.7%	-2
CCOc1ccc(NS(=O)(=O)c2cc3c(cc2C)N(C)CCO3)cc1	26	-0.3	13	-9	-23%	3	-4	1.9%	-6
Cc1ccc(-n2nnnc2-c2cnc(-c3cccnc3)nc2C(F)(F)F)cc1	6	-0.5	13	-4	-14%	3	-14	1.9%	3
CCCCC(CC)C(=O)Nc1ccc(S(=O)(=O)N2CCCC2)cc1 (stereo unspecified)	-15	0.6	0	-4	-17%	19	1	-0.2%	-1
COc1ccc(NC(=O)N(Cc2cccs2)Cc2cc3cc4c(cc3[nH]c2=O)OCO4)cc1	-2	-0.4	-15	-1	4%	1	.	4.7%	-5
CN1CCN(C(=O)C2=C[C@@H](c3ccccc3)C[C@@H](OCCCCO)O2)CC1	-3	-0.1	.	-4	-5%	-2	.	7.6%	-1
Cc1cc(C)cc(N(CC(=O)NC(C)(C)C)C(=O)CCC(=O)Nc2ccccn2)c1	5	-0.2	0	0	-11%	4	2	2.6%	-11
O=C(CN1CCN(C2CCCCC2)CC1)c1c[nH]c2ccccc12	-11	0.9	-24	-1	-11%	7	6	-1.0%	2
CC(C)c1ccccc1NC(=O)COC(=O)Cc1cccc(C(F)(F)F)c1	12	-0.4	16	-4	-6%	1	10	0.0%	20
CN1CCC(N(C)C(=S)Nc2ccc(SC(F)F)cc2)CC1	-34*	0.6	-5	-2	-17%	12	.	3.1%	-2
COc1ccc(N2CCN(C(=S)Nc3ccccc3)CC2)cc1	-11	0.2	13	11	-1%	-2	-12	-2.0%	-4
CN1CCN(NC(=O)c2cc(-c3cccc(Cl)c3)nc3ccccc23)CC1	1	-0.4	.	-5	-16%	6	-37	0.4%	-4
O=C(CCCN1C(=O)c2ccccc2C1=O)N1CCC(c2ccccc2)C1 (stereo unspecified)	-12	-0.2	-9	-3	-19%	1	-11	2.4%	4
Cc1ccc(C(=O)CNc2ccc(C)cc2C)cc1	-15	0.4	11	-5	-14%	0	-12	-0.5%	-8
CCOC(=O)c1c(C)[nH]c(CCC(=O)Nc2c(C)cccc2CC)c1C	8	-0.1	6	-5	-7%	1	-4	-3.3%	-3
COc1cc(C2CC(=O)Nc3cc4c(cc32)OCCO4)cc(OC)c1O (stereo unspecified)	-4	0.6	-2	-2	-6%	0	.	-0.7%	8
CCN1CCN(C(c2cccs2)C(C)NC(=O)C(C)C)CC1 (stereo unspecified)	2	1.3	-9	0	4%	1	-3	0.4%	-4
Cc1[nH]n(-c2ccccc2)c(=O)c1/C=N/c1nn[nH]n1	-15	0.7	10	-2	-6%	-1	1	-5.3%	7
O=S(=O)(c1ccc(Cl)c(Cl)c1)c1snnc1-c1ccccc1	-15	1.0	.	-3	?	12	-3	-2.2%	-9
COc1ccccc1C(CNC(=O)C(C)(C)Oc1ccc(Cl)cc1)N1CCCC1 (stereo unspecified)	-8	0.9	-3	-11	.	3	-8	-0.1%	-8
O=C(O)CC1(CC(=O)Nc2cc(C(F)(F)F)cc(C(F)(F)F)c2)CCCCC1	-11	0.9	-8	-18	-5%	5	-20	-2.2%	5
O=C(NC(=S)Nc1cccc(C(F)(F)F)c1)c1csnn1	-4	0.3	-8	-4	?	0	-13	-4.2%	2
Cn1c(=O)n(C)c2cc(S(=O)(=O)Nc3ccccc3)ccc21	6	-0.4	.	-7	-7%	4	-21	-0.3%	-3
O=C(CSc1nnc(-c2ccccn2)n1Cc1ccco1)Nc1ccc2c(c1)OCO2	1	-1.5	-4	-12	-16%	2	3	3.5%	-5
CCc1cccc(CC)c1NC(=O)COC(=O)c1cccc(-c2ccc(OC(C)=O)cc2)c1	-3	0.5	17	-10	7%	2	-2	-0.5%	-10
CCOc1cc(/C=C2/C(=N)N3C(=NC2=O)SN=C3S(=O)(=O)C(C)C)ccc1OC(=O)c1ccco1	49	1.7	4	-10	-16%	4	1	0.7%	-2
Cc1nn(-c2ccc(F)cc2)c2sc(C(=O)N3CCCCCC3)cc12	0	-0.1	-17	1	4%	-2	-3	0.6%	0
CSC1=NCCN1S(=O)(=O)c1ccc2ccccc2c1	-14	-0.5	-2	0	-11%	1	-8	-1.2%	0
Cc1sc(NC(=O)CN2CCCC2)nc1-c1ccc2c(c1)CCN2C(=O)c1cccc(F)c1	-19	-0.2	4	-5	-14%	12	-17	5.2%	2
Cc1ccc(SC(C)C(=O)Nc2ccccc2C(=O)N2CCOCC2)cc1 (stereo unspecified)	-11	0.4	0	-6	0%	1	-12	-1.2%	-4
COc1ccc(C)cc1S(=O)(=O)Nc1cccc(Cl)c1	6	-0.2	27	1	-7%	6	0	0.0%	3
O=C(CN1CCCCC1)Nc1ccccc1	-2	0.5	-12	-4	-10%	3	-10	3.5%	-1
CCn1c(SCC(=O)NC2CCCc3ccccc32)nnc1-c1cccs1 (stereo unspecified)	9	-1.2	-5	-9	-15%	1	-4	0.9%	-8
COC(=O)c1nn(-c2ccc(OC)cc2)ccc1=O	-6	0.0	8	5	13%	3	8	8.0%	-1
CC(=O)Nc1ccc(SCC(=O)N2CCN(S(=O)(=O)c3ccccc3)CC2)cc1	2	0.4	3	-5	-4%	0	-21	0.4%	5
COc1ccc2[nH]cc(C(=O)C(=O)N3CCCCC3)c2c1	-11	-0.3	11	-4	-9%	0	.	2.1%	11
Cc1cc(N2CC(C)OC(C)C2)nc2ccccc12 (stereo unspecified)	3	1.9	2	0	1%	3	-19	-2.0%	-1
O=C1CN(C(=O)CC2c3ccccc3-c3ccccc32)CC(=O)N1	3	-0.4	-3	-2	2%	0	-8	0.9%	-2
CC(=O)Nc1ccc(C=C(C(C)=O)C(C)=O)cc1	-3	0.1	-1	-1	1%	2	22	3.9%	9
CN1CCN(CC#CC(C)(O)C2CC3C=CC2C3)CC1 (stereo unspecified)	-74*	0.2	-8	-1	-15%	4	-3	2.0%	4
CC(=O)N1c2ccc(S(=O)(=O)NCC3CCC(C(=O)N(C)Cc4ccccc4)CC3)cc2CC1C (stereo unspecified)	2	-0.2	5	-5	-7%	5	21	-0.2%	4
CCN(CC)C(=O)Cn1cc(S(=O)(=O)CC(=O)N2CCCCCC2)c2ccccc21	-10	0.1	-3	-1	-5%	4	1	0.7%	-5
N#C/C(N)=C(/C#N)N=Cc1cccc(Cl)c1	-1	-1.2	5	1	-19%	2	0	0.0%	9
CCn1c(SCC(=O)Nc2nncs2)nnc1-c1ccco1	-8	1.3	-3	.	13%	3	-1	5.6%	-6
Cn1ncc(Br)c1NC(=O)c1cc(Cl)cc(Cl)c1	8	-0.3	3	0	-3%	3	2	3.4%	0

Of the compounds above, these have a furan ring, fused or not.
SMILES	D1 antagonist	TRHR ag	D2 PAM	D1 PAM	Anesthetic bind	D1 agonist	RXFP1 antag	RXFP1 agonist	TRHR PAM
O=C(CSc1nnc(-c2ccccn2)n1Cc1ccco1)Nc1ccc2c(c1)OCO2	1	-1.5	-4	-12	-16%	2	3	3.5%	-5
CCOc1cc(/C=C2/C(=N)N3C(=NC2=O)SN=C3S(=O)(=O)C(C)C)ccc1OC(=O)c1ccco1	49	1.7	4	-10	-16%	4	1	0.7%	-2
CCn1c(SCC(=O)Nc2nncs2)nnc1-c1ccco1	-8	1.3	-3	.	13%	3	-1	5.6%	-6

A portion from the list above, as a working copy:
SMILES	D1 antagonist	TRHR ag	D2 PAM	D1 PAM	Anesthetic bind	D1 agonist	RXFP1 antag	RXFP1 agonist	TRHR PAM
COc1ccc(C)cc1S(=O)(=O)Nc1cccc(Cl)c1	6	-0.2	27	1	-7%	6	0	0.0%	3
O=C(CN1CCCCC1)Nc1ccccc1	-2	0.5	-12	-4	-10%	3	-10	3.5%	-1

Other structures follow.
SMILES	D1 antagonist	TRHR ag	D2 PAM	D1 PAM	Anesthetic bind	D1 agonist	RXFP1 antag	RXFP1 agonist	TRHR PAM
COc1ccc(C(=O)N2CCC(C(N)=O)CC2)cc1S(=O)(=O)N1CCCC1	-1	0.3	-4	4	.	1	-2	0.8%	-2
COc1ccc(S(=O)(=O)N2CCCC2CNC(=O)C(=O)Nc2cccc(F)c2)cc1 (stereo unspecified)	-15	-0.1	-11	-8	.	18	8	3.1%	6
CC(=O)Nc1cccc(-c2csc(N)n2)c1	.	1.1	4	-4	-5%	1	2	1.6%	6
CC(=O)Nc1cc(S(=O)(=O)Nc2cccc(C)c2)c(C)cc1C	6	0.4	14	1	-21%	2	3	0.3%	16
Cc1ccc(/C=C2\CCn3c2nc2cc(C(=O)O)ccc2c3=O)c(C)c1	-9	-0.1	9	8	8%	1	-7	4.7%	-1
Cc1ccc(C(=O)Nc2ccccc2C(=O)N2CCCC(C)C2)cc1 (stereo unspecified)	7	-0.8	-1	-2	-11%	-1	-11	-0.2%	3
COc1cc(CNCc2cc(OC)ccc2OC)cc(OC)c1	-12	-0.6	3	-1	-14%	11	1	0.7%	-3
CCOC(=O)c1cnc2c(-c3ccccc3)cnn2c1C	-9	0.0	16	-7	-7%	4	-9	-0.3%	-3
Cc1ccc(S(=O)(=O)c2c(C)cc(C)nc2N2CCCCC2)cc1	-13	-1.1	.	4	3%	2	?	0.8%	4
Cc1cc(S(=O)(=O)NCc2ccc(S(N)(=O)=O)cc2)c(C)s1	-1	0.2	-13	3	-8%	3	5	1.9%	2
COc1ccccc1N1CCN(Cc2cc(=O)n3ccsc3n2)CC1	18	-0.9	41*	3	-14%	0	-1	-0.8%	6
O=C(C1=C(O)C(=O)N(CCOCCO)C1c1cccs1)c1cccs1 (stereo unspecified)	3	-0.9	11	-3	-14%	9	2	15%	20
O=C(CSc1nc2ccccc2n1CC(=O)N1CCCC1)Nc1nccs1	-17	0.0	4	-4	-2%	2	6	2.1%	-2
Cc1ccc2[nH]c(=O)c(CNC(C)(C)C)cc2c1	-7	-1.7	.	7	106%[activator]	3	-6	3.3%	-9

From PubChem

This is a subset (hit frequency here may not be typical).
